FBW7 activator – FBW7 E3 ligase activators, primary screen, biochemical, AlphaScreen, human; AlphaScreen FBW7–phospho-cyclin E peptide binding, activator screen; F-box/WD repeat-containing protein 7 (Homo sapiens), Q969H0; normalized activity (activation), % at 26.1 µM; hit rate 0.13% among 650,000; AID 1259310, 2017; in the data active = normalized activity above about 1.9%;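 also: purified mutant Fbw7 with reduced substrate affinity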
Target sequence (Q969H0 whole entry, looked up): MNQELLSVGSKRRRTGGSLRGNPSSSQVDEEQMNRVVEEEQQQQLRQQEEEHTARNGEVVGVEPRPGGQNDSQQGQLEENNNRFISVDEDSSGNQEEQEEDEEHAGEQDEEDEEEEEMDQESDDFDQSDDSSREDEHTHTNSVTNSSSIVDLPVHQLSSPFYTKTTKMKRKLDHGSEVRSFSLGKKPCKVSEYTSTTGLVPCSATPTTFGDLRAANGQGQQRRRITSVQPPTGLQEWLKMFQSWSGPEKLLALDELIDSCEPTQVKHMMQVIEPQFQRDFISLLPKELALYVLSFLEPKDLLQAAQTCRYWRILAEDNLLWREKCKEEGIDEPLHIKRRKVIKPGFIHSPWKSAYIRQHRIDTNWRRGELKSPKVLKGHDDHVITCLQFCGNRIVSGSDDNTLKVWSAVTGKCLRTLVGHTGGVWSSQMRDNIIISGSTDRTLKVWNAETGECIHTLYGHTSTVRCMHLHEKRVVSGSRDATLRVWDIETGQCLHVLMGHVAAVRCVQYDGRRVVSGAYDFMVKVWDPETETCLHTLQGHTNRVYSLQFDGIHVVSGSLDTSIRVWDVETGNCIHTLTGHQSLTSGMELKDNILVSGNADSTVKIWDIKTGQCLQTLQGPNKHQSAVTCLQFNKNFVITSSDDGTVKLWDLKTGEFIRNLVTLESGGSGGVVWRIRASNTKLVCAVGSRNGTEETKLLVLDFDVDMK
GPR151 activ – activators of human GPR151, primary screen, cell-based, PathHunter beta-arrestin, luminescence; G-protein coupled receptor 151 (Homo sapiens), Q8TDV0; PathHunter beta-arrestin GPR151 cells; activation, % at 11.2 µM; hit rate 1% among 650,000; in the data active = activation above about 4.9%;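 also: 0% = median of compound wells and 100% = cells with positive control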
Target sequence (Q8TDV0 whole entry, looked up): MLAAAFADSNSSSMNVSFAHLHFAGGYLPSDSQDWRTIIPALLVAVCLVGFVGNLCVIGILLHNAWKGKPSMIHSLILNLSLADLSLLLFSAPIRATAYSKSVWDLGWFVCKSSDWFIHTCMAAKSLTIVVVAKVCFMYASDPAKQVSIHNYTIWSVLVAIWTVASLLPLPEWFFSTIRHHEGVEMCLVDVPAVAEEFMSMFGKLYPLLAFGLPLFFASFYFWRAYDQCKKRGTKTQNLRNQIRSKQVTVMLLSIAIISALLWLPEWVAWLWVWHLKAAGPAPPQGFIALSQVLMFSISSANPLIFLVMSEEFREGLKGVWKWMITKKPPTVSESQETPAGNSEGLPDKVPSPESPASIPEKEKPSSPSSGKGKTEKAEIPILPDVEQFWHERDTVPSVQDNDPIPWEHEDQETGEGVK
TEAD-YAP block – TEAD-YAP interaction inhibition, primary screen, TEAD-YAP interaction inhibitor project, luminescence, HEK-TIYL cells | TEAD-Gal4/YAP UAS-luciferase luminescence | inhibition, % at 9.12 µM | hit rate 1.4% among 640,000 | AID 1259422, 2018; in the data active = inhibition above about 32%;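 also: 0% = median of test compound wells and 100% = reference inhibitor wells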
MITF primary – MITF inhibitors, primary screen, biochemical, AlphaScreen, human | Microphthalmia-associated transcription factor (Homo sapiens), O75030 | AlphaScreen MITF homodimerization, bead proximity signal | inhibition, % at 2.6 µM | hit rate 0.91% among 650,000 | AID 1259374, 2018; in the data active = inhibition above about 50%;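 also: 0% = vehicle wells with protein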
* hit, by the source's call; & = joins results of further samples.

Start of the listing, in advance (7 entries):
Results for Cc1nc2ncnn2c(C)c1CCC(=O)Nc1cccc(-c2nc3ccccc3[nH]2)c1 ?
FBW7 activator: -0.2; GPR151 activ: -0.3; TEAD-YAP block: -6; MITF primary: -5

Results for COc1ccccc1Oc1ccc(S(=O)(=O)Nc2cccnc2)cc1 ?
FBW7 activator: 0.9; GPR151 activ: 3.7; TEAD-YAP block: 20; MITF primary: 0

Results for COC(=O)C1=C(C)N(CC2CCCO2)C(=O)/C1=C\c1cc(C)n(-c2cccc(C)c2)c1C (centres undefined) ?
FBW7 activator: 0.2; GPR151 activ: -0.8; TEAD-YAP block: 1; MITF primary: 12

How did Oc1ccc(CCNc2nc(N3CCN(Cc4ccc5c(c4)OCO5)CC3)nc3c2ncn3C2CCCCC2)cc1 do in these assays?
FBW7 activator: -0.4; GPR151 activ: 2.2; TEAD-YAP block: -6; MITF primary: 6

Results for COCCNC(=O)CCCCCN1C(=O)CCC1=O ?
FBW7 activator: 1.0; GPR151 activ: -1.8; TEAD-YAP block: 11; MITF primary: 11

Results for O=C(Oc1ccc(Br)cc1C(=S)N1CCOCC1)c1ccccc1Cl ?
FBW7 activator: -0.2; GPR151 activ: 1.5; TEAD-YAP block: 1; MITF primary: 3

What do the screens show for `COc1ccc(NC(=O)c2ccccc2Cl)c([N+](=O)[O-])c1`?
FBW7 activator: -0.1; GPR151 activ: 1.4; TEAD-YAP block: -7; MITF primary: 0

Main list (from the top)
Results for Cc1nc2ncnn2c(C)c1CCC(=O)Nc1cccc(-c2nc3ccccc3[nH]2)c1 ?
FBW7 activator: -0.2; GPR151 activ: -0.3; TEAD-YAP block: -6; MITF primary: -5

Results for COc1ccccc1Oc1ccc(S(=O)(=O)Nc2cccnc2)cc1 ?
FBW7 activator: 0.9; GPR151 activ: 3.7; TEAD-YAP block: 20; MITF primary: 0

Results for COC(=O)C1=C(C)N(CC2CCCO2)C(=O)/C1=C\c1cc(C)n(-c2cccc(C)c2)c1C (centres undefined) ?
FBW7 activator: 0.2; GPR151 activ: -0.8; TEAD-YAP block: 1; MITF primary: 12

How did Oc1ccc(CCNc2nc(N3CCN(Cc4ccc5c(c4)OCO5)CC3)nc3c2ncn3C2CCCCC2)cc1 do in these assays?
FBW7 activator: -0.4; GPR151 activ: 2.2; TEAD-YAP block: -6; MITF primary: 6

Results for COCCNC(=O)CCCCCN1C(=O)CCC1=O ?
FBW7 activator: 1.0; GPR151 activ: -1.8; TEAD-YAP block: 11; MITF primary: 11

Results for O=C(Oc1ccc(Br)cc1C(=S)N1CCOCC1)c1ccccc1Cl ?
FBW7 activator: -0.2; GPR151 activ: 1.5; TEAD-YAP block: 1; MITF primary: 3

What do the screens show for `COc1ccc(NC(=O)c2ccccc2Cl)c([N+](=O)[O-])c1`?
FBW7 activator: -0.1; GPR151 activ: 1.4; TEAD-YAP block: -7; MITF primary: 0

What do the screens show for `CCOc1ccc(Nc2cc(C)nc(NCc3ccccc3)n2)cc1`?
FBW7 activator: -0.4; GPR151 activ: 0.3; TEAD-YAP block: 18; MITF primary: -14

Results for Cc1cccc(C2CC(c3ccc(F)cc3)Nc3nc(N)nn32)c1 (centres undefined) ?
FBW7 activator: 0.1; GPR151 activ: 0.1; TEAD-YAP block: 5; MITF primary: 10

How did O=S(=O)(c1ccc2ccccc2c1)N1CCN(Cc2ccc3c(c2)OCO3)CC1 do in these assays?
FBW7 activator: 0.1&-0.1; GPR151 activ: 4.8&1.3; TEAD-YAP block: 0&-1; MITF primary: 1&-6

Results for CCc1c(C)nc(SCC(=O)N2CCc3ccccc32)[nH]c1=O ?
FBW7 activator: -0.1; GPR151 activ: -0.3; TEAD-YAP block: -6; MITF primary: 5

How did CC(C)NC(=O)C1CCC(Cn2c(=O)c3sccc3n(CC(=O)N3CCCCC3C)c2=O)CC1 (centres undefined) do in these assays?
FBW7 activator: 0.1; GPR151 activ: 0.0; TEAD-YAP block: -4; MITF primary: -2

Results for OCCN(CC(O)COCc1ccccc1)CC(O)Cn1ccc2ccccc21 (centres undefined) ?
FBW7 activator: 0.7; GPR151 activ: -1.3; TEAD-YAP block: 0; MITF primary: -4

What do the screens show for `Cc1cc(C(=O)N/N=C/c2c(C)n(C)c3ccccc23)n[nH]1`?
FBW7 activator: 0.1; GPR151 activ: -1.8; TEAD-YAP block: -12; MITF primary: 18

What do the screens show for `CCOc1ccc(C2C(C#N)=C(N)Oc3n[nH]c(C)c32)cc1Br` (centres undefined)?
FBW7 activator: 0.0; GPR151 activ: -2.4; TEAD-YAP block: -8; MITF primary: 19

How did Cc1ccc(C(=O)NCC2CCCN2S(=O)(=O)c2ccccc2)cc1C (centres undefined) do in these assays?
FBW7 activator: 0.2; GPR151 activ: 0.8; TEAD-YAP block: -14; MITF primary: 17

How did Cc1ccc(-n2nc3c(c2NC(=O)CC2CCCCC2)CSC3)c(C)c1 do in these assays?
FBW7 activator: 0.9; GPR151 activ: -0.3; TEAD-YAP block: -2; MITF primary: 14

What do the screens show for `CC(C)(C)C(=O)CC(O)(c1ccccc1)C(F)(F)C(F)F` (centres undefined)?
FBW7 activator: 0.0; GPR151 activ: 0.4; TEAD-YAP block: -4; MITF primary: 0

How did CC(=O)C1=C(N)CC2C1C2(C)C (centres undefined) do in these assays?
FBW7 activator: 0.2; GPR151 activ: 1.9; TEAD-YAP block: -6; MITF primary: 7

How did CCOc1ccc(NC(=O)/C(C#N)=C/c2ccc(O)c(I)c2)cc1 do in these assays?
FBW7 activator: 0.1; GPR151 activ: -0.5; TEAD-YAP block: 0; MITF primary: 7

What do the screens show for `O=C(CSc1nnc(-c2ccncc2)n1CC1CCCO1)N1CCCCC1` (centres undefined)?
FBW7 activator: 0.1; GPR151 activ: -0.1; TEAD-YAP block: 0; MITF primary: 17

What do the screens show for `CCn1c(=O)n(CC(=O)NCCOC)c2cccnc21`?
FBW7 activator: -0.1; GPR151 activ: 0.5; TEAD-YAP block: -6; MITF primary: -9

What do the screens show for `N#CCCn1c(C2CCCCC2)nc2ccccc21`?
FBW7 activator: 0.5; GPR151 activ: 0.1; TEAD-YAP block: -26; MITF primary: 14

How did O=C1c2ccccc2C(=O)N1CC#CCN1CCN(CC#CCN2C(=O)c3ccccc3C2=O)CC1 do in these assays?
FBW7 activator: -0.1; GPR151 activ: 0.9; TEAD-YAP block: 2; MITF primary: 2

How did COC1CCN(C(=O)CC2C(=O)NCCN2Cc2cccc(F)c2F)CC1 (centres undefined) do in these assays?
FBW7 activator: 0.0; GPR151 activ: 1.1; TEAD-YAP block: 2; MITF primary: -6

What do the screens show for `CC1CN(C(=O)c2ccc(N(C)C)cc2)CC(C)O1` (centres undefined)?
FBW7 activator: 0.1; GPR151 activ: 2.6; TEAD-YAP block: 9; MITF primary: -6

What do the screens show for `COc1ccc2c(c1OC)C(=O)N(c1ccc(OC(F)(F)F)cc1)C2=O`?
FBW7 activator: -0.1; GPR151 activ: 0.0; TEAD-YAP block: 5; MITF primary: -16

Results for Cn1c(=O)c2c(nc(SCC(=O)NC3CCCC3)n2Cc2ccccc2)n(C)c1=O ?
FBW7 activator: 0.0; GPR151 activ: -1.3; TEAD-YAP block: -5; MITF primary: -5

Results for N#Cc1ccc(C(=O)NNc2c(F)c(F)cc(F)c2F)cc1 ?
FBW7 activator: 0.0; GPR151 activ: 1.6; TEAD-YAP block: -3; MITF primary: -11

How did O=C(Cc1cn(-c2ccc(Oc3ccccc3)nn2)c2ccccc12)NCCCN1CCCC1=O do in these assays?
FBW7 activator: 0.0; GPR151 activ: -1.7; TEAD-YAP block: 10; MITF primary: 14

What do the screens show for `CCN1C(=O)/C(=C/c2ccc(-c3ccccc3[N+](=O)[O-])o2)NC1=S`?
FBW7 activator: -0.2; GPR151 activ: -2.2; TEAD-YAP block: -9; MITF primary: 21

Results for Cc1cccc(Nc2c([N+](=O)[O-])cc(C(=O)N3CC(=O)Nc4ccccc43)cc2[N+](=O)[O-])c1 ?
FBW7 activator: -0.1; GPR151 activ: -1.0; TEAD-YAP block: 9; MITF primary: 0

What do the screens show for `Cc1cccc(N2CCN(S(=O)(=O)c3c(C)nc4sccn4c3=O)CC2C)c1` (centres undefined)?
FBW7 activator: 0.0; GPR151 activ: -0.2; TEAD-YAP block: -6; MITF primary: 1

Results for Cc1c(Br)c([N+](=O)[O-])nn1CC(=O)Nc1ccc(F)cc1 ?
FBW7 activator: -0.5; GPR151 activ: -1.6; TEAD-YAP block: 11; MITF primary: 13

Results for CC(C)(CNC(=O)COc1ccc(C#N)cc1)CNC(=O)COc1ccc(C#N)cc1 ?
FBW7 activator: 0.0; GPR151 activ: 1.5; TEAD-YAP block: -3; MITF primary: 4

How did CC(NC(=O)c1ccc(Cl)cc1)C1COc2ccccc2O1 (centres undefined) do in these assays?
FBW7 activator: -0.1; GPR151 activ: -0.4; TEAD-YAP block: -3; MITF primary: -109

How did O=C(C1=C(O)C(=O)N(CCN2CCOCC2)C1c1ccc(Cl)cc1)c1ccco1 (centres undefined) do in these assays?
FBW7 activator: 0.0; GPR151 activ: 2.4; TEAD-YAP block: -4; MITF primary: 6

How did O=[N+]([O-])c1cnc(Nc2cccc3ccccc23)c([N+](=O)[O-])c1 do in these assays?
FBW7 activator: 0.5; GPR151 activ: 0.7; TEAD-YAP block: 6; MITF primary: -17

Results for COc1ccc(/C=C(\C#N)C(=O)Nc2ccc(S(=O)(=O)N3CCOCC3)cc2)cc1 ?
FBW7 activator: 0.0; GPR151 activ: 0.0; TEAD-YAP block: -5; MITF primary: 7

What do the screens show for `CCOC(=O)c1c(C)[nH]c2ccccc2c1=O`?
FBW7 activator: 1.6; GPR151 activ: 0.2; TEAD-YAP block: 5; MITF primary: 20

What do the screens show for `COCCNc1nc(-c2ccc(Cl)cc2)ccc1C(=O)NCCNC(C)=O`?
FBW7 activator: -0.1; GPR151 activ: -1.8; TEAD-YAP block: 5; MITF primary: 1

How did COc1ccc(/C=C/C(=O)N2CCN(c3ccc(OC)cc3)CC2)cc1 do in these assays?
FBW7 activator: 0.1; GPR151 activ: 0.6; TEAD-YAP block: 3; MITF primary: 8

Results for CCC1(C)Cc2c(sc3[nH]c(=S)n(C)c(=O)c23)CO1 (centres undefined) ?
FBW7 activator: 0.4; GPR151 activ: 0.3; TEAD-YAP block: -5; MITF primary: 26

Results for O=C(c1ccccc1)C1OC1c1ccc(-c2ccccc2)cc1 (centres undefined) ?
FBW7 activator: -0.1; GPR151 activ: -0.7; MITF primary: -5

Results for O=C1NN=CC(c2ccccc2)(c2c[nH]c3ccccc23)N1 (centres undefined) ?
FBW7 activator: 0.7; GPR151 activ: -0.7; TEAD-YAP block: 2; MITF primary: 20

How did COc1ccccc1/C=C/C(=O)Nc1ccc(S(=O)(=O)N2CCc3ccccc32)cc1 do in these assays?
FBW7 activator: 0.2; GPR151 activ: -1.3; TEAD-YAP block: 4; MITF primary: 10

Results for O=C(COC(=O)c1ccc([N+](=O)[O-])o1)Nc1ccccc1OC(F)F ?
FBW7 activator: 0.1; GPR151 activ: 0.5; TEAD-YAP block: 6; MITF primary: 8

How did Cc1ccc(-n2c(-c3ccc(Br)cc3)csc2=NC(=O)c2ccccc2)cc1C do in these assays?
FBW7 activator: 0.0; GPR151 activ: -1.4; TEAD-YAP block: 1; MITF primary: 10

How did O=C(Cc1cnc2ncnn2c1)N1CCC(CO)(Cc2ccccc2Cl)CC1 do in these assays?
FBW7 activator: -0.1; GPR151 activ: 0.8; TEAD-YAP block: 1; MITF primary: -16

What do the screens show for `Cn1c(N)c(C(=O)COc2ccc(C#N)cc2)c(=O)n(C)c1=O`?
FBW7 activator: 0.0; GPR151 activ: 0.8; TEAD-YAP block: 2; MITF primary: 4

How did O=C(NCc1ccccc1)N(CCCO)Cc1cc2cc3c(cc2[nH]c1=O)OCCO3 do in these assays?
FBW7 activator: 0.6; GPR151 activ: -1.6; TEAD-YAP block: -6; MITF primary: 19

Results for COc1ccc(-c2nnc(SCC(=O)Nc3ccc(Cl)cc3C)o2)cc1 ?
FBW7 activator: 0.0; GPR151 activ: -0.2; TEAD-YAP block: 21; MITF primary: -22

How did COc1ccc2ccccc2c1/C=C1/C(=O)NC(=O)N(Cc2ccco2)C1=O do in these assays?
FBW7 activator: 0.0; GPR151 activ: -1.1; TEAD-YAP block: 4; MITF primary: 76*

What do the screens show for `Cc1ccc2nc(Cl)c3nncn3c2c1`?
FBW7 activator: 0.7; GPR151 activ: 1.4; TEAD-YAP block: -1; MITF primary: 20

Results for Clc1ccc2noc(-c3cccc4ccccc34)c2c1 ?
FBW7 activator: 0.4; GPR151 activ: 0.0; TEAD-YAP block: -12; MITF primary: -7

Results for OCC1CCCCN1Cc1ccc(Br)o1 (centres undefined) ?
FBW7 activator: -0.1; GPR151 activ: 1.0; TEAD-YAP block: -1; MITF primary: -4

Results for C#CCOc1c(Cl)cc(/C=C2/NC(=O)N(Cc3ccc(Br)cc3)C2=O)cc1Cl ?
FBW7 activator: 0.4; GPR151 activ: -0.2; TEAD-YAP block: 14; MITF primary: 0

Results for Cc1cc(C)cc(NC(=O)C2CCCN2c2nnc(N3CCCC3=O)s2)c1 (centres undefined) ?
FBW7 activator: -0.1; GPR151 activ: -1.5; TEAD-YAP block: -12; MITF primary: -7

Results for CC(=O)c1ccc(/C=C/c2nc3ccccc3n2C)o1 ?
FBW7 activator: 0.0; GPR151 activ: -5.5; TEAD-YAP block: 53*; MITF primary: -2

How did Cc1ccc(NS(=O)(=O)c2ccc3c(c2)OCCN3C)cc1 do in these assays?
FBW7 activator: 0.3; GPR151 activ: -0.1; TEAD-YAP block: 3; MITF primary: 12
